Compound activity from PubChem.
T cruzi intra: intracellular Trypanosoma cruzi inhibition; intracellular Trypanosoma cruzi in host cells, plate reader; activity score (inhibition), % at 5.01 µM; 4.9% of 22,000 active; AID 651903; in the data active means activity score above about 55%;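 further: parasites and compound incubated about four days before reading; 0% = median of neutral control wells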
INS-1E rescue: rescue of cytokine-induced death in INS-1E beta cells; INS-1E cytokine-induced death, ATP luminescence, 48 h; normalised: neutral wells 0, positive control 100; protection from cytokine-induced ATP loss, % at 10 µM; 0.1% of 20,000 active;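 active means mean replicate protection from cytokine-induced ATP loss at least 50% and at least 75% of replicates each reaching 50%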
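assay system = INS-1E rat insulinoma cells | amount = 8000 cells per well | medium = phenol-red-free RPMI with 5% fetal bovine serum | doses = one compound concentration, pin transfer | timing = 48 h cytokine plus compound treatment, 10 min reagent incubation | also added = IL-1β, TNF-α and IFN-γ cytokine mix | signal = CellTiter-Glo luminescence measuring cellular ATP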
Starred values were filed as active, the others as inactive; . = not tested or not shown. An unsorted share of the library; 5.3% or so of the library scored in one or more.

# | mol | T cruzi intra | INS-1E rescue
1 | COc1ccc(S(=O)(=O)Nc2ccc3c(c2)C(=O)N([C@@H](C)CO)C[C@@H](C)[C@@H](CN(C)Cc2ccc(Cl)c(Cl)c2)O3)cc1 | 11.8 | -25.4
2 | COc1ccc(NC(=O)N(C)C[C@H]2Oc3ccc(NC(=O)CCCN(C)C)cc3C(=O)N([C@@H](C)CO)C[C@H]2C)cc1 | -11.4 | 3.3
3 | C[C@@H]1CN([C@@H](C)CO)C(=O)Cc2cc(NC(=O)CCC(F)(F)F)ccc2O[C@@H]1CN(C)S(=O)(=O)c1ccc(Cl)cc1 | -19.0 | 11.2
4 | COc1ccc(S(=O)(=O)N(C)C[C@@H]2Oc3c(NC(=O)NC4CCCCC4)cccc3C(=O)N([C@H](C)CO)C[C@H]2C)cc1 | 3.6 | 5.7
5 | C[C@H]1CN([C@@H](C)CO)C(=O)c2cc(NC(=O)NC3CCCCC3)ccc2O[C@H]1CN(C)C | -9.2 | 13.3
6 | C[C@@H]1CCCCO[C@H](CN(C)S(=O)(=O)c2ccc(F)cc2)[C@@H](C)CN([C@H](C)CO)C(=O)c2cc(N(C)C)ccc2O1 | -3.5 | 1.8
7 | C[C@H]1CN([C@@H](C)CO)C(=O)c2cc(NC(=O)CCCN(C)C)ccc2O[C@@H]1CN(C)Cc1ccc(-c2ccccc2)cc1 | -32.1 | .
8 | C[C@@H]1CN([C@H](C)CO)C(=O)c2cc(NC(=O)C3CC3)ccc2O[C@H]1CN(C)C | 6.2 | 20.2
9 | C[C@H](CO)N1C[C@H](C)[C@H](CN(C)S(=O)(=O)c2ccc(Cl)cc2)Oc2ccc(NC(=O)C3CC3)cc2CC1=O | -8.7 | -0.4
10 | COc1ccc(S(=O)(=O)N(C)C[C@H]2Oc3ccc(NC(=O)Cc4ccccc4)cc3C(=O)N([C@@H](C)CO)C[C@@H]2C)cc1 | 5.2 | 0.4
11 | C[C@@H]1CN([C@@H](C)CO)C(=O)c2cc(N(C)C)ccc2O[C@H]1CN(C)S(=O)(=O)c1cn(C)cn1 | -15.3 | -0.8
12 | O=NC(=O)c1cccc(C(=O)NNC=C2C=CN(O)C=C2)c1 | -13.5 | -0.9
13 | C[C@H](CO)N1C[C@H](C)[C@H](CN(C)S(=O)(=O)c2ccc(C#N)cc2)Oc2ncc(C#Cc3ccc(F)cc3)cc2C1=O | 39.2 | -4.1
14 | COc1ccc(S(=O)(=O)Nc2ccc3c(c2)C(=O)N([C@H](C)CO)C[C@H](C)[C@@H](CN(C)S(=O)(=O)c2cn(C)cn2)OCCCC[C@@H](C)O3)cc1 | -8.6 | 12.1
15 | C[C@H]1CN([C@@H](C)CO)C(=O)Cc2cc(NC(=O)Nc3cccc4ccccc34)ccc2O[C@H]1CN(C)Cc1ccc(C(=O)Nc2ccccc2N)cc1 | 74.2* | -9.3
16 | Cc1ccc(S(=O)(=O)Nc2ccc3c(c2)CC(=O)N([C@@H](C)CO)C[C@H](C)[C@H](CN(C)Cc2ccc4c(c2)OCO4)O3)cc1 | -8.7 | 3.0
17 | C[C@H]1CN([C@@H](C)CO)C(=O)CCCn2cc(nn2)CO[C@H]1CN(C)Cc1ccc(O)cc1 | -20.7 | .
18 | C[C@H](CO)N1C[C@H](C)[C@H](CN(C)Cc2ccc(Oc3ccccc3)cc2)Oc2ccc(NC(=O)CCCN(C)C)cc2CC1=O | -47.4 | -5.1
19 | CC(C)NC(=O)Nc1ccc2c(c1)CC(=O)N([C@@H](C)CO)C[C@@H](C)[C@@H](CN(C)S(=O)(=O)c1ccccc1)O2 | 3.7 | -2.2
20 | COc1cc(/C=N/NC(=O)c2cccc(C(=O)NO)c2)c([N+](=O)[O-])cc1OC | -5.1 | -0.3
21 | C[C@H](CO)N1C[C@H](C)[C@H](CN(C)Cc2ccncc2)Oc2c(NC(=O)Nc3ccc(F)cc3)cccc2C1=O | -34.9 | 6.7
22 | Cc1cc(C(=O)Nc2cccc3c2O[C@@H](CN(C)Cc2ccc(C(F)(F)F)cc2)[C@@H](C)CN([C@@H](C)CO)C3=O)n(C)n1 | 3.1 | -11.9
23 | Cc1ccc(S(=O)(=O)Nc2ccc3c(c2)C(=O)N([C@H](C)CO)C[C@@H](C)[C@H](CN(C)Cc2ccc(Oc4ccccc4)cc2)O3)cc1 | 47.5 | -16.5
24 | C[C@H]1CN([C@@H](C)CO)C(=O)CCCn2nncc2CO[C@@H]1CN(C)Cc1ccc(-c2ccccc2)cc1 | 37.9 | .
25 | C[C@@H]1CN([C@H](C)CO)C(=O)c2cccc(NC(=O)c3ccc(-c4nccs4)cc3)c2O[C@@H]1CN(C)S(=O)(=O)c1ccccc1 | 39.3 | -15.1
26 | C[C@@H]1CN([C@H](C)CO)C(=O)c2cc(NS(=O)(=O)c3cn(C)cn3)ccc2O[C@@H]1CN(C)CC1CC1 | -2.8 | -8.4
27 | Cc1ccc(S(=O)(=O)N(C)C[C@H]2Oc3ccc(NC(=O)CCCN(C)C)cc3C(=O)N([C@@H](C)CO)C[C@H]2C)cc1 | -1.8 | 2.3
28 | COc1ccc(S(=O)(=O)Nc2cccc3c2O[C@H](CN(C)S(=O)(=O)c2cccs2)[C@H](C)CN([C@H](C)CO)C3=O)cc1 | -5.7 | 6.9
29 | C[C@@H]1CN([C@H](C)CO)C(=O)Cc2cc(N(C)C)ccc2O[C@@H]1CN(C)Cc1ccc(C(=O)O)cc1 | -22.0 | 6.1
30 | Cc1noc(C)c1S(=O)(=O)N(C)C[C@@H]1OCCCC[C@@H](C)Oc2ccc(NC(=O)CCCCCC(=O)Nc3ccccc3N)cc2C(=O)N([C@H](C)CO)C[C@@H]1C | 37.3 | -1.8
31 | CC(C)NC(=O)N(C)C[C@H]1Oc2ccc(NS(=O)(=O)c3ccc(F)cc3)cc2C(=O)N([C@H](C)CO)C[C@H]1C | -7.2 | 6.0
32 | C[C@@H]1CCCCO[C@@H](CN(C)C(=O)NC2CCCCC2)[C@@H](C)CN([C@H](C)CO)C(=O)c2cc(NC(=O)Cc3ccccc3)ccc2O1 | -4.9 | -9.4
33 | C[C@H]1CN([C@@H](C)CO)C(=O)c2cc(NC(=O)NC3CCCCC3)ccc2O[C@@H]1CN(C)Cc1ccc(C(=O)O)cc1 | -25.8 | 3.6
34 | Cc1ccc(S(=O)(=O)Nc2cccc3c2O[C@H](CN(C)C(=O)Nc2ccc4c(c2)OCO4)[C@@H](C)CN([C@@H](C)CO)C3=O)cc1 | -27.6 | 7.0
35 | C[C@H]1CN([C@@H](C)CO)C(=O)c2cc(NS(C)(=O)=O)ccc2O[C@@H]1CN(C)C(=O)NC1CCCCC1 | -9.9 | 5.7
36 | C[C@H]1CN([C@@H](C)CO)C(=O)c2cc(NC(=O)Cc3cn(C)c4ccccc34)ccc2O[C@@H]1CN(C)C(=O)NC1CCCCC1 | 0.1 | 3.2
37 | C[C@H](CO)N1C[C@H](C)[C@@H](CN(C)C(=O)Nc2cccc3ccccc23)Oc2ccc(NS(=O)(=O)c3cn(C)cn3)cc2C1=O | 0.1 | 9.0
38 | C[C@@H]1CN([C@H](C)CO)C(=O)c2cccc(NC(=O)NC3CCCCC3)c2O[C@@H]1CN(C)C(=O)Nc1cccc2ccccc12 | 38.3 | -1.3
39 | CC(C)NC(=O)Nc1ccc2c(c1)C(=O)N([C@@H](C)CO)C[C@H](C)[C@@H](CN(C)C(=O)Nc1ccc(C(F)(F)F)cc1)O2 | -90.2 | -0.7
40 | COc1ccc(NC(=O)Nc2cccc3c2O[C@H](CN(C)C(=O)Nc2ccc(OC)cc2)[C@@H](C)CN([C@H](C)CO)C3=O)cc1 | -4.4 | 9.2
41 | C[C@@H]1CN([C@H](C)CO)C(=O)c2cc(NC(=O)Nc3ccc(C(F)(F)F)cc3)ccc2O[C@@H]1CN(C)Cc1ccc(-c2ccccc2)cc1 | -14.1 | 2.3
42 | COc1ccc(S(=O)(=O)Nc2ccc3c(c2)C(=O)N([C@H](C)CO)C[C@H](C)[C@@H](CN(C)C(=O)CCC(F)(F)F)OCCCC[C@@H](C)O3)cc1 | 0.3 | -5.0
43 | C[C@H](CO)N1C[C@H](C)[C@H](CN(C)Cc2ccc(C(F)(F)F)cc2)Oc2c(NC(=O)C3CCOCC3)cccc2C1=O | 1.8 | -3.2
44 | C[C@@H]1CN([C@H](C)CO)C(=O)c2cc(NC(=O)Nc3ccc4c(c3)OCO4)ccc2O[C@@H]1CN(C)Cc1ccc(C(=O)Nc2ccccc2N)cc1 | 29.1 | -1.9
45 | Cc1ccc(S(=O)(=O)N(C)C[C@@H]2Oc3ccc(NS(=O)(=O)c4cn(C)cn4)cc3CC(=O)N([C@@H](C)CO)C[C@@H]2C)cc1 | -0.4 | 8.6
46 | CNC[C@H]1Oc2ccc(NC(=O)NC3CCCCC3)cc2C(=O)N([C@@H](C)CO)C[C@H]1C | -18.5 | -36.2
47 | C[C@@H]1CN([C@H](C)CO)C(=O)c2cc(N(C)C)ccc2O[C@@H]1CN(C)S(=O)(=O)c1cccs1 | 14.4 | 5.1
48 | COc1ccc(NC(=O)Nc2ccc3c(c2)C(=O)N([C@H](C)CO)C[C@H](C)[C@@H](CN(C)S(=O)(=O)c2ccc(Cl)cc2)OCCCC[C@@H](C)O3)cc1 | 46.0 | -37.9
49 | C[C@@H]1CN([C@@H](C)CO)C(=O)c2cccc(NC(=O)c3cnccn3)c2O[C@H]1CN(C)Cc1ccc(C(=O)Nc2ccccc2N)cc1 | 34.4 | -1.5
50 | C[C@H](CO)N1C[C@H](C)[C@@H](CN(C)S(C)(=O)=O)Oc2ccc(NS(=O)(=O)c3ccccc3)cc2C1=O | -0.9 | -1.1

Next part, overlapping the part above by 4 compounds.
# | mol | T cruzi intra | INS-1E rescue
47 | C[C@@H]1CN([C@H](C)CO)C(=O)c2cc(N(C)C)ccc2O[C@@H]1CN(C)S(=O)(=O)c1cccs1 | 14.4 | 5.1
48 | COc1ccc(NC(=O)Nc2ccc3c(c2)C(=O)N([C@H](C)CO)C[C@H](C)[C@@H](CN(C)S(=O)(=O)c2ccc(Cl)cc2)OCCCC[C@@H](C)O3)cc1 | 46.0 | -37.9
49 | C[C@@H]1CN([C@@H](C)CO)C(=O)c2cccc(NC(=O)c3cnccn3)c2O[C@H]1CN(C)Cc1ccc(C(=O)Nc2ccccc2N)cc1 | 34.4 | -1.5
50 | C[C@H](CO)N1C[C@H](C)[C@@H](CN(C)S(C)(=O)=O)Oc2ccc(NS(=O)(=O)c3ccccc3)cc2C1=O | -0.9 | -1.1
51 | Cc1noc(C)c1S(=O)(=O)N(C)C[C@H]1Oc2ccc(NS(=O)(=O)c3ccccc3)cc2CC(=O)N([C@@H](C)CO)C[C@H]1C | 12.0 | 0.3
52 | COc1ccc(CN(C)C[C@H]2Oc3ccc(NS(=O)(=O)c4ccc(F)cc4)cc3C(=O)N([C@@H](C)CO)C[C@@H]2C)cc1 | 45.8 | -9.6
53 | Cc1noc(C)c1NC(=O)N(C)C[C@H]1Oc2c(NC(=O)c3ccncc3)cccc2C(=O)N([C@@H](C)CO)C[C@@H]1C | -34.6 | 0.4
54 | C[C@H]1CN([C@@H](C)CO)C(=O)c2cc(NS(=O)(=O)c3ccc(F)cc3)ccc2O[C@@H]1CN(C)C(=O)Nc1ccc(F)cc1 | -17.4 | -1.1
55 | C[C@H](CO)N1C[C@H](C)[C@H](CN(C)CC2CC2)Oc2ccc(NC(=O)C3CCCCC3)cc2CC1=O | -51.8 | -5.8
56 | CC(C)(C)OC(=O)NC/C=N/NC(=O)c1ccccc1O | -9.1 | -20.7
57 | COc1ccc(NC(=O)Nc2cccc3c2O[C@@H](CN(C)Cc2ccc(-c4ccccc4)cc2)[C@H](C)CN([C@@H](C)CO)C3=O)cc1 | -14.6 | -4.1
58 | C[C@H]1CN([C@@H](C)CO)C(=O)Cc2cc(NC(=O)c3ccncc3)ccc2O[C@H]1CN(C)C(=O)Nc1ccc2c(c1)OCO2 | 15.9 | 9.4
59 | C[C@@H]1CN([C@H](C)CO)C(=O)Cc2cc(NS(=O)(=O)c3cn(C)cn3)ccc2O[C@H]1CN(C)C(=O)Nc1cccc2ccccc12 | -8.4 | 4.0
60 | C[C@H](CO)N1C[C@H](C)[C@@H](CN(C)C(=O)Nc2cccc3ccccc23)Oc2c(NC(=O)Nc3ccc(C(F)(F)F)cc3)cccc2C1=O | 61.3* | -7.5
61 | C[C@H]1CN([C@@H](C)CO)C(=O)c2cccc(NC(=O)c3nc4ccccc4s3)c2O[C@@H]1CN(C)S(=O)(=O)c1cn(C)cn1 | -13.8 | 7.9
62 | COc1ccc(CN(C)C[C@@H]2Oc3c(NC(=O)Nc4c(C)noc4C)cccc3C(=O)N([C@@H](C)CO)C[C@H]2C)cc1 | 4.7 | 7.7
63 | C[C@H](CO)N1C[C@H](C)[C@@H](CN(C)C(=O)Nc2ccc3c(c2)OCO3)Oc2c(NS(=O)(=O)c3ccc(F)cc3)cccc2C1=O | -13.9 | 15.4
64 | C[C@H]1CN([C@@H](C)CO)C(=O)c2cccc(NC(=O)C3CCCCC3)c2O[C@H]1CN(C)CC1CC1 | -1.3 | -0.4
65 | C[C@H](CO)N1C[C@H](C)[C@H](CN(C)Cc2ccc3c(c2)OCO3)Oc2c(NC(=O)C3CC3)cccc2C1=O | 15.5 | -8.8
66 | COc1ccc(S(=O)(=O)N(C)C[C@H]2Oc3c(NS(=O)(=O)c4ccccc4)cccc3C(=O)N([C@@H](C)CO)C[C@H]2C)cc1 | 14.2 | 7.7
67 | C[C@H]1CN([C@@H](C)CO)C(=O)Cc2cc(NC(=O)Cc3cn(C)c4ccccc34)ccc2O[C@@H]1CN(C)Cc1ccccc1 | 57.4* | 1.7
68 | C[C@@H]1CN([C@H](C)CO)C(=O)c2cccc(NC(=O)c3ccc(-c4nccs4)cc3)c2O[C@@H]1CN(C)S(=O)(=O)c1ccc(Cl)cc1 | 26.2 | -4.1
